Screens from PubChem BioAssay.
M1 antag: blocks human M1 muscarinic receptor; AID 588852; actives 1.3% (n = 360,000); inhibition, % at 3 µM; CHO-K1 hM1, Fluo-8 calcium fluorescence, ACh EC80 antagonist;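 active = percent inhibition above its own plate's cutoff, namely the mean of that plate's compound wells plus 3 SD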;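 also: peak over basal fluorescence ratio during 140 s after agonist addition; 0% = ACh EC80 plus DMSO and 100% = DMSO alone without agonist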
V1aR counter: activates human V1a receptor in oxytocin agonist counter-screen; P37288; CHO-V1R cells, Fluo-8 calcium fluorescence, agonist mode; 0% DMSO, 100% 3 nM vasopressin; activation, % at 3 µM; actives 0.25% (n = 320,000); AID 2797;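 active = activation above the mean activation of all tested compounds plus 3 SD, per screening run, cut at about 20% in these data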;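 also: signal is peak over basal fluorescence ratio across a 100 second FLIPR read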
OXTR potentiate: potentiators of human oxytocin receptor; actives 0.061% (n = 320,000); activation, % at 3 µM; CHO-OTR cells, Fluo-8 calcium fluorescence, potentiator mode; 0% = oxytocin EC15, 100% = EC100; P30559; AID 2445;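 active = activation above that plate's cutoff, the mean activation of tested compounds plus 3 SD, cut at about 6.6% in these data, passing the limit was not always enough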;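 also: 100% uses oxytocin at 75 nM as the full agonist control; some results filed as inactive read as strong as hits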
Target sequence (P30559 whole entry, looked up): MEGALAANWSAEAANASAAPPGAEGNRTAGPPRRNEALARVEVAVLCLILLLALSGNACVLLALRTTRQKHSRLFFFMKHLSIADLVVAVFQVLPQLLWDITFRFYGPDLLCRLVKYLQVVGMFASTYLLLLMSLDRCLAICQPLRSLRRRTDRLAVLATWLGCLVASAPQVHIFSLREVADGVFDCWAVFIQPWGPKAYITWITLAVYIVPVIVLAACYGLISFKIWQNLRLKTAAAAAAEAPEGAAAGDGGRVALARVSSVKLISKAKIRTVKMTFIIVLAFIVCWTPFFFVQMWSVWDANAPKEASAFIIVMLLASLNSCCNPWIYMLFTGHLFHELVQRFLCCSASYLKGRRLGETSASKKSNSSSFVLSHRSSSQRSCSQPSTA
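Assay system: CHO cell line stably expressing human OTR | Also added: Oxytocin at about EC15, sub-maximal agonist stimulus | Times: Compound 6 min at room temperature before oxytocin, 100 s read | Measured by: Fluo-8 intracellular calcium fluorescence, ex 470-495, em 515-575 nm | Controls: EC15 oxytocin alone as 0%, 75 nM oxytocin as 100%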
TAAR1 antag: antagonists of human TAAR1. Q96RJ0. CHO RD-HGA16 TAAR1, Fluo-8 calcium fluorescence, antagonist. inhibition, % at 3 µM. actives 1.5% (n = 360,000). AID 624466;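 active = inhibition above a per-plate cutoff, the mean inhibition of test compounds on that plate plus 3 SD, cut at about 49% in these data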;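 also: 0% = DMSO plus EC80 beta-PEA response and 100% = DMSO alone without agonist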
Target sequence (Q96RJ0 whole entry, looked up): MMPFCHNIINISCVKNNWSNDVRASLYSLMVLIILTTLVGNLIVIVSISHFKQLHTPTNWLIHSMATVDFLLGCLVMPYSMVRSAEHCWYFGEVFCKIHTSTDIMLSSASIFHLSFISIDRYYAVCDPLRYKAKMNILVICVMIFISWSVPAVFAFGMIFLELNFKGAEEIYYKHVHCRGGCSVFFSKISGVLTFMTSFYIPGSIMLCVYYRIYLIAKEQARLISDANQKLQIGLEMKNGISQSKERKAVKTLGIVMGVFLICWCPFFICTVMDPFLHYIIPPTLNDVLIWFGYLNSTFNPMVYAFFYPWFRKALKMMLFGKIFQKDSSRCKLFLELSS
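Material: CHO RD-HGA16 cells bearing hTAAR1; compound dosing: one-point dosing, 3 µM nominal final; schedule: dye loading 75 min at 37 °C, then 30 min room temperature; measured by: calcium fluorescence with Fluo-8; control set: vehicle and agonist controls; replication: n of 1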
OXTR ag: agonists of human oxytocin receptor | CHO-OTR cells, Fluo-8 calcium fluorescence; normalized: DMSO 0%, oxytocin 100% | AID 2435 | actives 0.32% (n = 320,000) | activation, % at 3 µM | P30559;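 active = activation above the mean of all tested compounds plus 3 SD, cutoff set per screening run, cut at about 20% in these data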;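 also: peak over basal fluorescence ratio from a 100 s FLIPR kinetic read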
M1 PAM: positive allosteric modulators of human M1 muscarinic receptor | P11229 | CHO-K1 hM1, Fluo-8 calcium fluorescence, ACh EC20; 0% = ACh EC20, 100% = maximal ACh | activation, % at 3 µM | actives 0.088% (n = 360,000) | AID 588819; in the data active = activation above about 19%, passing the limit was not always enough
TAAR1 ag: agonists of human TAAR1; Q96RJ0; CHO RD-HGA16 TAAR1, Fluo-8 calcium fluorescence; vehicle wells 0%, saturating PEA agonist 100%; activation, % at 3 µM; actives 0.99% (n = 360,000); AID 624467;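 active = activation above the mean activation of all test compounds in the run plus 3 SD, cut at about 38% in these data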
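Assay system: CHO-derived RD-HGA16 cells with stable Gα16 and human TAAR1; timing: 17-24 h seeding, 75 min 37 °C dye, 30 min RT; read-out: % activation from peak over basal fluorescence ratio, DMSO-to-PEA scaled; measured by: kinetic Fluo-8 calcium fluorescence; benchmarks: low control DMSO, high control PEA (EC100); doses: 3 µM single concentration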
CHO parental Ca: counter-screen for OX1R antagonists: effect in parental CHO cells. parental CHO-K1, ATP-induced calcium, Fluo-8 fluorescence. inhibition, % at 5.6 µM. actives 0.63% (n = 330,000). AID 463079;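 active = inhibition above that plate's mean sample inhibition plus 3 SD, cut at about 26% in these data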;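 also: 0% = ATP-challenged DMSO wells and 100% = DMSO wells without ATP; some compounds past the cut are filed as inactive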
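Material – parental CHO cells · Reagent – ATP stimulus · Compound – single nominal dose of 5.6 µM per compound · Detection – Fluo-8 fluorescence · Read-out basis – percent inhibition of calcium signal · Controls – ATP-challenged DMSO wells low, unchallenged DMSO wells high · Repeats – no replicates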
M1 ag: activates human CHRM1 receptor; P11229; CHO-K1 hM1, Fluo-8 calcium fluorescence, agonist mode; 0% DMSO, 100% acetylcholine EC100; activation, % at 3 µM; actives 0.33% (n = 360,000);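 active = activation above the run's mean compound activation plus 3 SD, cut at about 16% in these data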;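 also: peak over basal fluorescence ratio within a 140 s kinetic read after compound addition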
* = called active by the depositor.

`COc1ccccc1CNC(=O)COC(=O)c1ccc([N+](=O)[O-])o1` gave M1 antag -18.8, V1aR counter -0.2, OXTR potentiate -2.4, TAAR1 antag 11.4, OXTR ag 0.4, M1 PAM 11.1, TAAR1 ag 3.5, CHO parental Ca -1.6 and M1 ag -2.9.
For CSc1ncnc2c1ncn2CCCNCC(C)c1ccccc1 (stereo not drawn) the results were M1 antag -5.0, TAAR1 antag -6.4, M1 PAM 4.0, TAAR1 ag 5.1 and M1 ag -11.8.
For Cc1ccc(NC(=O)Cc2ccc(Cl)cc2)nc1 the results were M1 antag -4.0, V1aR counter -0.8, OXTR potentiate -2.8, TAAR1 antag 0.3, OXTR ag -1.5, M1 PAM 2.1, TAAR1 ag 2.8, CHO parental Ca -12.9 and M1 ag -4.6.
Screening CC1CN(C2CCN(C(=O)c3cccc(Cl)c3)CC2)CC(C)O1 (stereo not drawn) returned M1 antag -22.1, V1aR counter 0.3, OXTR potentiate -1.8, TAAR1 antag 1.6, OXTR ag 0.1, M1 PAM 1.5, TAAR1 ag 7.5, CHO parental Ca 4.7 and M1 ag -6.7.
For COc1ccc(Br)cc1CN(C)C(=O)c1ccccc1SCC(=O)N1CCCC1 the results were M1 antag -8.6, TAAR1 antag 1.7, M1 PAM 9.6, TAAR1 ag 7.3 and M1 ag -2.6.
`Cc1ccc(NC(=O)CSc2nnc(C)c(=O)n2N)cc1Cl` gave M1 antag 3.5, V1aR counter 1.8, OXTR potentiate -2.7, TAAR1 antag -26.3, OXTR ag -0.2, M1 PAM 2.7, TAAR1 ag 16.3, CHO parental Ca -1.0 and M1 ag -3.2.
Screening CCOC(=O)Cc1nn2c(=O)cc(C)nc2s1 returned M1 antag -10.5, V1aR counter 2.0, OXTR potentiate -8.7, TAAR1 antag -18.5, OXTR ag -0.1, M1 PAM 1.8, TAAR1 ag 6.8, CHO parental Ca -10.3 and M1 ag -3.0.
For CC1CCCCC1NC(=O)C1Cc2ccccc2CN1S(C)(=O)=O (stereo not drawn) the results were M1 antag -46.1, V1aR counter 0.0, OXTR potentiate -10.0, TAAR1 antag -3.7, OXTR ag 0.9, M1 PAM 8.8, TAAR1 ag 9.4, CHO parental Ca 4.9 and M1 ag 2.1.
COc1ccc(-n2c(SCC(=O)NNC(=O)c3ccc(C)cc3)nnc2-c2ccncc2)cc1 was read as M1 antag -10.8, V1aR counter -0.8, OXTR potentiate 0.9, TAAR1 antag 10.5, OXTR ag -0.9, M1 PAM 5.0, TAAR1 ag 2.5, CHO parental Ca -2.9 and M1 ag -5.0.
`COc1ccc(-c2nn(-c3ccccc3)cc2C(=O)Nc2nccs2)cc1OC` gave M1 antag 24.3, V1aR counter 0.1, OXTR potentiate -16.2, TAAR1 antag 71.3*, OXTR ag -2.4, M1 PAM -12.1, TAAR1 ag 18.1, CHO parental Ca 0.4 and M1 ag 0.4.
For CC1(C(=O)NC2CCCC2)CCC(=O)N1Cc1ccccc1Cl (stereo not drawn) the results were M1 antag -3.6, V1aR counter -0.4, OXTR potentiate -12.5, TAAR1 antag -11.1, OXTR ag 1.0, M1 PAM 5.3, TAAR1 ag 1.2, CHO parental Ca -4.0 and M1 ag -0.2.
CCOC(=O)c1ccc(N(C(=O)c2cnccn2)C(C(=O)NC2CCCCC2)c2cn(C)nc2C)cc1 (stereo not drawn) was read as M1 antag -5.5, V1aR counter 1.2, OXTR potentiate 1.4, TAAR1 antag -1.2, OXTR ag 0.2, M1 PAM 8.1, TAAR1 ag 6.1, CHO parental Ca -10.9 and M1 ag -3.8.
For COc1ccc(C2C(Oc3ccccc3C)C(=O)N2Cc2ccc(F)cc2)cc1OC (stereo not drawn) the results were M1 antag -6.2, V1aR counter 2.4, OXTR potentiate -5.8, TAAR1 antag 32.0, OXTR ag -0.7, M1 PAM 5.6, TAAR1 ag 0.7, CHO parental Ca -7.6 and M1 ag -1.8.
Screening Cc1ccc(-c2ccc(CN3C(C(C)C)C(=O)N(Cc4cn(CCC5OCCO5)nn4)CCS3(=O)=O)cc2)cc1 (stereo not drawn) returned M1 antag -13.9, TAAR1 antag 10.3, M1 PAM 3.4, TAAR1 ag 7.9 and M1 ag -3.5.
N#Cc1cccc(C(=O)Nc2cc(S(=O)(=O)N3CCOCC3)ccc2N2CCCC2)c1 was read as M1 antag 3.3, V1aR counter -0.1, OXTR potentiate -6.8, TAAR1 antag -23.6, OXTR ag 0.5, M1 PAM 7.9, TAAR1 ag 2.3, CHO parental Ca -14.5 and M1 ag 1.4.
Cc1ccc(S(=O)(=O)N2CCCC(C(=O)NCc3ccco3)C2)cc1Cl (stereo not drawn) was read as M1 antag 5.2, V1aR counter 1.4, OXTR potentiate -6.4, TAAR1 antag 3.6, OXTR ag 1.0, M1 PAM -10.9, TAAR1 ag 9.0, CHO parental Ca -12.0 and M1 ag -5.2.
Screening CCC1=NN(C(=O)c2ccccc2O)C(O)(c2ccccc2)C1 (stereo not drawn) returned M1 antag -17.6, V1aR counter -0.1, OXTR potentiate 1.1, TAAR1 antag 0.4, OXTR ag 1.1, M1 PAM 5.5, TAAR1 ag -1.6, CHO parental Ca -16.7 and M1 ag -0.3.
For CCC(CO)Oc1cc(NCc2cccc(C(F)(F)F)c2)c2ncn(C(C)C)c2c1 (stereo not drawn) the results were M1 antag -8.0, V1aR counter 1.2, OXTR potentiate 8.0, TAAR1 antag 16.0, OXTR ag 1.0, M1 PAM 1.0, TAAR1 ag 10.4, CHO parental Ca -23.4 and M1 ag -6.7.
`CCn1nc(C)c(CNC(=O)Nc2ccc3c(c2)OCO3)c1C` gave M1 antag -5.7, V1aR counter 9.8, OXTR potentiate -5.5, TAAR1 antag -18.2, OXTR ag 1.1, M1 PAM 10.3, TAAR1 ag 1.4, CHO parental Ca -44.6 and M1 ag -4.2.
For COC(=O)NCc1ccc(Cl)c(Cl)c1 the results were M1 antag -4.5, V1aR counter -0.4, OXTR potentiate 0.6, TAAR1 antag 2.7, OXTR ag -0.1, M1 PAM 6.4, TAAR1 ag 1.5, CHO parental Ca -1.8 and M1 ag 0.5.
Cc1ccc2nc(C3CCCN(C(=S)Nc4cccc(C)c4C)C3)[nH]c2c1 (stereo not drawn) was read as M1 antag -22.2, V1aR counter -0.5, OXTR potentiate -7.5, TAAR1 antag -11.3, OXTR ag -1.9, M1 PAM -1.2, TAAR1 ag -1.0, CHO parental Ca -29.2 and M1 ag -10.1.
`COc1ccc(OC)c(NC(=O)COc2ccc(Br)cc2)c1` gave M1 antag 0.7, V1aR counter -0.8, OXTR potentiate -4.5, TAAR1 antag 8.8, OXTR ag -1.7, M1 PAM -2.3, TAAR1 ag -1.6, CHO parental Ca -10.2 and M1 ag -4.0.
`C/C(=N/N=C(/N)SCc1ccccc1)C(C)(C)C` gave M1 antag -0.6, V1aR counter -0.7, OXTR potentiate -21.5, TAAR1 antag -11.6, OXTR ag -0.1, M1 PAM -0.1, TAAR1 ag 1.2, CHO parental Ca 2.4 and M1 ag -2.9.
Screening CC(C)c1ccc2[nH]c3c(c2c1)CCCC3=O returned M1 antag -6.6, V1aR counter -1.7, OXTR potentiate -7.5, TAAR1 antag -35.8, OXTR ag -0.7, M1 PAM -4.3, TAAR1 ag -3.3, CHO parental Ca -5.8 and M1 ag -8.1.
For CC1CC(C)CN(c2nc3c(c(=O)n(C)c(=O)n3C)n2C)C1 (stereo not drawn) the results were M1 antag 5.7, V1aR counter -0.5, OXTR potentiate -5.0, TAAR1 antag -1.5, OXTR ag -0.9, M1 PAM 1.4, TAAR1 ag 5.5, CHO parental Ca -4.5 and M1 ag -5.2.
For O=C(/C=C/c1ccc2ccccc2n1)c1cc(Cl)ccc1O the results were M1 antag -10.3, V1aR counter -0.2, OXTR potentiate -0.4, TAAR1 antag -14.6, OXTR ag 1.4, M1 PAM 19.5, TAAR1 ag -0.8, CHO parental Ca -3.7 and M1 ag 0.2.
COc1cc(C2NCC(c3ccc(Cl)cc3Cl)c3c2[nH]c2ccccc32)cc(OC)c1OC (stereo not drawn) was read as M1 antag -0.2, V1aR counter 1.6, OXTR potentiate -8.3, TAAR1 antag -17.0, OXTR ag -1.8, M1 PAM -2.4, TAAR1 ag 0.2, CHO parental Ca -12.0 and M1 ag -2.6.
`CCOc1ccc(NC(=O)CN2CCN(C3c4ccccc4-c4ccccc43)CC2)cc1` gave M1 antag 0.7, V1aR counter -0.2, OXTR potentiate -4.5, TAAR1 antag -7.3, OXTR ag -0.8, M1 PAM 0.0, TAAR1 ag 3.9, CHO parental Ca -15.5 and M1 ag -4.5.
COc1ccc(/C=C2\CCC(C3CCCC3)C2=O)cc1OC (stereo not drawn) was read as M1 antag -6.1, V1aR counter -0.1, OXTR potentiate -20.2, TAAR1 antag -20.3, OXTR ag -1.3, M1 PAM 6.4, TAAR1 ag -0.3, CHO parental Ca -33.6 and M1 ag -3.4.
Screening CCN(CC(=O)NCc1ccc(F)cc1)C(=O)CN1CCN(c2ccccc2OC)CC1 returned M1 antag -12.4, V1aR counter 0.8, OXTR potentiate -8.7, TAAR1 antag 2.1, OXTR ag -0.3, M1 PAM 6.3, TAAR1 ag 0.1, CHO parental Ca -7.5 and M1 ag -6.9.
`NC(=O)c1ccc(=O)n(C2OC(CO)C(O)C2O)c1` (stereo not drawn) gave M1 antag -23.6, TAAR1 antag -15.2, M1 PAM 14.1, TAAR1 ag 1.0 and M1 ag 1.9.
`Cc1ccc(Cn2c(C3CCCN3c3nc(-c4ccc(F)cc4)cs3)nc3cc(C(F)(F)F)ccc32)cc1` (stereo not drawn) gave M1 antag -3.6, V1aR counter 0.5, OXTR potentiate -11.0, TAAR1 antag -6.5, OXTR ag -0.8, M1 PAM 2.6, TAAR1 ag 17.3, CHO parental Ca -7.0 and M1 ag -3.7.
Screening CCOC(=O)c1ccc2ncc(C(=O)OCC)c(NCCCN3CCOCC3)c2c1 returned M1 antag -1.9, V1aR counter 8.2, OXTR potentiate -6.1, TAAR1 antag -18.3, OXTR ag 0.1, M1 PAM 4.1, TAAR1 ag 10.3, CHO parental Ca -15.6 and M1 ag -8.4.
Screening CCCCn1c(N)c(N(CC)C(=O)c2c(C)noc2C)c(=O)[nH]c1=O returned M1 antag -8.8, V1aR counter 1.2, OXTR potentiate 2.3, TAAR1 antag -14.9, OXTR ag 1.3, M1 PAM 10.0, TAAR1 ag 5.8, CHO parental Ca -5.5 and M1 ag 0.7.

Rows were taken by chance; about 3.7% have a hit in one of these screens.
